Compound activity: PubChem BioAssay, several laboratories
SR-BI uptake up: SR-BI HDL lipid transfer activation; activation, % at 12.5 µM; CHO ldlA[mSR-BI] cells, DiI-HDL uptake fluorescence, 3 h; 100 = double the neutral-control signal; AID 504775; actives 0.096% (n = 320,000);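 active = mean replicate activation of at least 60% and every replicate at or above 60%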;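 note: 0% = median plate neutral-control signal and 100% = twice that signal; values of inactives mirror those of a sister screen read the other way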
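Assay system: CHO ldlA[mSR-BI] cells, LDL receptor-null, SR-BI overexpressing; medium: Ham's F12 with 0.5% BSA, HEPES 25 mM, pH 7.4; also added: DiI-HDL 10 µg/mL; timing: 3 h uptake period with compound, 37 °C; signal: DiI fluorescence, bottom read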
PvdQ inh: blocks Pseudomonas aeruginosa PvdQ acylase activity; purified PvdQ acylase, fluorescence plate reader; inhibition, % at 10 µM; actives 0.063% (n = 340,000); AID 488965; in the data active = inhibition above about 30%, passing the limit was not always enough;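 note: 0% = vehicle neutral wells and 100% = reference inhibitor wells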
NSD2 HMT inh: blocks human histone methyltransferase NSD2; O96028; NSD2 peptide methylation, AlphaScreen, 120 min; inhibition, % at 12.5 µM; actives 0.54% (n = 310,000); in the data active = inhibition above about 50%
Arr AP2 block: human beta-arrestin and AP2 interaction inhibition | actives 0.31% (n = 340,000) | FITC-arrestin peptide / GST-AP2 beads, flow cytometry; AP2 beta2 appendage carries R879A mutation | inhibition, % at 10 µM;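 active = inhibition above a set limit, near 3 SD of compounds lacking own fluorescence, cut at about 54% in these data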;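 note: plate controls were DMSO wells for no effect and 5 µM unlabelled arrestin peptide for full effect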
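System: GST-AP2 R879A glutathione beads. Medium: PBS with 0.05% Tween 20 and 0.1% BSA. Also added: FITC-arrestin peptide, 50 nM. Incubation: 12 min plus 1 h, RT. Measured by: high-throughput flow cytometry of beads, ex 488, em 535 nm. Evaluation: percent drop in bead-associated FITC signal.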
Keap1-Nrf2 PPI: inhibitors of human Keap1-Nrf2 protein-protein interaction; Q14145; Keap1 Kelch-Nrf2 peptide fluorescence polarization, 1536-well; inhibition, % at 9.4 µM; actives 0.15% (n = 340,000); in the data active = inhibition above about 12%;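 note: human Keap1 Kelch domain with fluorescein labeled Nrf2 9mer peptide probe; 0% = neutral control wells and 100% = peptide positive control; higher means more block of Keap1 binding to Nrf2 peptide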
LANA DNA inh: inhibitors of KSHV LANA C-terminal domain DNA binding | MBP-C-LANA/FAM-LBS DNA binding, fluorescence polarization | inhibition, % at 9 µM | actives 0.078% (n = 340,000);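 active = highest replicate inhibition at or above 60% at 9 µM, even if other replicates fall short; inactive = all replicates below 60% inhibition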;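 note: 0% = neutral control wells and 100% = 4 µM acridine orange control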
RTF Ca sens inh: cardiac RTF calcium desensitization; P19429+P45379; IANBD-labeled cardiac RTF, Ca2+ fluorescence; inhibition, % at 7.15 µM; actives 0.12% (n = 340,000); AID 493244;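 active = inhibition above the mean inhibition of all tested compounds plus 3 SD, cut at about 17% in these data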;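 note: assay run at fixed EC70 calcium of 1.6 mM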
SR-BI DiI inh: inhibitors of mouse SR-BI mediated HDL lipid uptake | Q61009 | ldlA[mSR-BI] CHO cells, DiI-HDL uptake fluorescence, 3 h | inhibition, % at 12.5 µM | actives 0.96% (n = 320,000) | AID 488896;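 active = mean replicate inhibition of at least 70% and a set share of replicates each scoring 70 or more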;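 note: 0% = median of neutral control wells and 100% = median of positive control wells; values of inactives mirror those of a sister screen read the other way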
DAGLB inhibitor: blocks human DAGLB lipase activity | inhibition, % at 5.17 µM | Q8NCG7 | HEK293T DAGLB membrane lysate, EnzChek fluorogenic substrate | actives 0.059% (n = 340,000) | AID 504411; in the data active = inhibition above about 34%;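 note: 0% = enzyme with vehicle and 100% = wells lacking enzyme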
PKA-R2B activ: activates the human PKA-R2B holoenzyme complex | actives 0.079% (n = 340,000) | AID 504700 | PKA-R2B holoenzyme dissociation, Cy5-IP20 fluorescence polarization; R2B truncated from residue 108, S112A mutant; 0% DMSO only, 100% 113 µM cGMP | P22694+P31323 | activation, % at 11.4 µM;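 active = activation above a cutoff set at the mean over all compounds plus 3 SD, cut at about 18% in these data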;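 note: higher means more holoenzyme dissociation and a rise in polarization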
Active calls of the source: *; . = not tested or not shown; & = joins results of further samples.

SMILES	SR-BI uptake up	PvdQ inh	NSD2 HMT inh	Arr AP2 block	Keap1-Nrf2 PPI	LANA DNA inh	RTF Ca sens inh	SR-BI DiI inh	DAGLB inhibitor	PKA-R2B activ
CN1CCc2c(sc3nc(NCCO)n(-c4cccc(Cl)c4)c(=O)c23)C1	11	-10	4	17	1	1.7	-10	-11	0	-12
COc1cc(C(=O)OCC(=O)Nc2cc(C)on2)ccc1OCc1ccccc1Cl	-44	-11	0	2	-3	-0.3	1	44	-2	2
COCCN(C(=S)Nc1ccc(OC)c(Cl)c1)C1CCN(C(C)C)CC1	28	0	-7	4	-2	-1.5	2	-28	0	0
CCOc1ccccc1CNCCN1CCOCC1	15	-14	2	-6	-3	0.2	-11	-15	-2	5
Cn1c2ccccc2c(=O)c2ccc(NCCc3cccs3)cc21	-26	0	.	6	-3	1.4	-14	26	0	-6
COc1ccccc1N(CC(=O)NCc1ccccc1)S(C)(=O)=O	14	8	-1	12	-6	1.3	1	-14	3	-2
CN(C)CCCN(C(=O)c1ccc(C(=O)c2ccccc2)cc1)c1nc2c(F)cccc2s1	-4	-2	4&3	23	1	-1.2	-1	4	-4	-14
CCCCc1nc(SCC(=O)Nc2cc(C)on2)n[nH]1	.	-11	-1	23	-2	-1.2	-4	.	-1	7
COC(=O)c1sccc1NC(=O)Nc1ccccc1OC	-9	9	-7	14	0	0.4	3	9	-2	1
O=C(NCc1cccnc1)/C(=C\c1ccc(-c2ccc(Br)cc2)o1)S(=O)(=O)c1ccccc1	32	18	-1	27	-1	0.5	-18	-32	7	-9
O=C(CSc1nnc2ccccn12)Nc1ccccc1Cl	16	3	0	-2	-3	-1.4	-2	-16	1	2
COC(=O)/C(C#N)=C\c1c(OC)[nH]c2ccccc12	-6	-3	-2	11	5	-2.1	1	6	0	-10
CC(=O)Nc1ccc(Oc2nc(C)cc(C)n2)cc1	.	6	0	7	0	-1.3	-3	.	-6	-11
Cc1ccc(C)c(NC(=S)c2ccc3ccccc3n2)c1	-13	-10	-1	19	0	-0.4	-24	13	-3	0
COc1ccc(C2=NN(CN3C(=O)C(=O)c4ccccc43)C(c3ccc(OC)cc3)C2)cc1 (configuration not stated)	-25	-6	.	.	-9	-0.3	-5	25	-5	-3
O=C1NC(=Nc2ccccc2)CS1	-7	4	0	36	-2	2.6	-3	7	-3	-6
O=S(=O)(c1cc(Cl)sc1Cl)N1CCCC1	12	-27	-2	7	-3	0.3	2	-12	0	-7
CCCCOc1ccc(-c2cn3ccccc3n2)cc1[N+](=O)[O-]	-13	-17	12	0	3	1.3	0	13	0	-15
N#Cc1c(CSCC(=O)O)cc(=O)n2c1[nH]c1ccccc12	.	-7	12	7	0	2.6	-6	.	-6	5
Cc1ncnc(N)c1CCCNc1ccccc1	-21	-1	0	3	3	-0.9	-4	21	-2	-2
Cc1cccc(NC(=O)c2cccc(S(=O)(=O)NCc3ccccc3)c2)n1	5	-1	-2	4	-6	2.1	-1	-5	-8	-8
CC(C)CCNC(=O)C(C)N(Cc1ccc(F)cc1)C(=O)c1ccc(CN2CCOCC2)o1 (configuration not stated)	50	7	-8	30	2	7.9	-1	-50	0	-9
Cc1cc(=O)n(C)c(=O)n1CCCNc1ccccc1	12	5	.	29	-1	-1.2	-3	-12	1	-13
O=C(CNC(=O)C1COc2ccccc2O1)N/N=C/c1cc(Br)c(O)c(Br)c1 (configuration not stated)	.	7	27	31	0	1.7	1	.	7	-1
Cc1cc(C(=O)Nc2cc(C(F)(F)F)ccc2N2CCOCC2)no1	-34	-11	-12	-3	-3	-0.1	-7	34	-10	-7
O=C(Nc1ccc(S(=O)(=O)NCC2CCCO2)cc1)C1CC(=O)N(c2ccccc2)C1 (configuration not stated)	.	-17	-1	-10	-1	1.7	-1	.	-1	-5
O=c1c2ccccc2sn1-c1cc(S(=O)(=O)N2CCOCC2)ccc1N1CCOCC1	41	-18	2	40	3	-0.5	-8	-41	1	-2
O=C(O)c1cc2n(n1)CCN(Cc1ccccc1Cl)C2=O	8	-11	-1	-9	0	0.6	-4	-8	-2	0
CN1C2CCC1/C(=C\c1ccccc1F)C(=O)/C2=C/c1ccccc1F	8	4	7	3	-6	2.9	-13	-8	-5	-7
O=C(Nc1ccc(N2CCN(C(=O)c3cccs3)CC2)c(Cl)c1)c1cccnc1	-43	-6	1	-3	-5	-0.1	-8	43	1	0
CCc1ccc(NC(=O)c2cc(-c3ccc(OC)cc3)on2)cc1	-11	-2	-1	-11	3	0.8	-8	11	-3	-4
Cc1cnc(C(=O)OCC(=O)NCc2ccc(Cl)cc2)cn1	10	-12	-6	-2	-2	-0.5	-1	-10	3	-4
Cc1ccc(-n2c(Cc3cccs3)nnc2SCC(=O)Nc2ccc(F)c(F)c2)cc1	-5	-1	0	12	1	2.0	3	5	-6	3
O=C(O)c1[nH]c2ccc(Br)cc2c1CCN1C(=O)c2cccc([N+](=O)[O-])c2C1=O	.	2	-2	27	1	-0.3	-11	.	11	-12
Oc1ccc(-c2nnc(SCC3CCCCC3)o2)cc1	-11	-1	-1	1	-2	0.7	0	11	-3	3
COc1cc(OC)nc(NC(=O)CCl)n1	-8	-7	-3	-23	-3	0.9	-4	8	0	-3
CS(=O)(=O)CCC(C(=O)Nc1ccc2c(c1)OCO2)N1Cc2ccccc2C1=O (configuration not stated)	-10	-8	1	-3	1	-0.6	-6	10	1	-9
O=C(CSc1ccc2nnc(-c3ccccn3)n2n1)N1CCOCC1	8	0	.	-1	2	-0.2	-3	-8	-1	-3
O=C(CSc1nc2ccccc2o1)Nc1nccs1	31	-10	-1	2	-2	-0.3	-4	-31	0	-9
COc1ccc(CC(=O)OCC(=O)NCc2ccc3c(c2)OCO3)cc1OC	12	-19	-4	-4	-2	-1.6	3	-12	1	2

Taken from above:
In SR-BI DiI inh, Cc1cnc(C(=O)OCC(=O)NCc2ccc(Cl)cc2)cn1 has the entry -10
In LANA DNA inh, Cc1cc(=O)n(C)c(=O)n1CCCNc1ccccc1 has the entry -1.2

(listing goes on)
SMILES	SR-BI uptake up	PvdQ inh	NSD2 HMT inh	Arr AP2 block	Keap1-Nrf2 PPI	LANA DNA inh	RTF Ca sens inh	SR-BI DiI inh	DAGLB inhibitor	PKA-R2B activ
CC(C)(C)C1CCC(=NNC(=O)c2cc3c(s2)CCCC3)CC1 (configuration not stated)	24	3	1	-1	-3	1.2	0	-24	-11	0
CCC(C)N(C)C1CCN(C(=S)Nc2ccc(OC)cc2)CC1 (configuration not stated)	3	-9	2	-1	0	0.3	6	-3	-2	0
COc1ccc([C@@]2(O)c3c(ccc(CC=C(C)C)c3O)NC(=O)[C@@H]2OC)cc1	1	4	.	15	2	1.2	-7	-1	0	0
O=C(COc1nsnc1N1CCOCC1)Nc1ccc(Br)cc1	12	7	10	31	6	0.2	-5	-12	-9	-6
O=C(N/N=C/c1ccco1)c1cc(-c2ccccc2)n[nH]1	-17	-1	2	2	0	-5.0	-8	17	-2	5
Cc1ccc(C2(c3noc(CN4CCOCC4)n3)CCCC2)cc1	.	2	-5	-3	1	-0.9	-9	.	0	-2
COc1ccc(-c2nc(CS(=O)CC(=O)NCc3cccnc3)c(C)o2)cc1OC (configuration not stated)	-4	-17	.	-7	-2	-0.6	-9	4	0	-15
COc1ccc(C(=O)C2CCN(CC(=O)Nc3ccccc3F)CC2)cc1	9	4	1	24	-2	1.2	4	-9	-3	2
N#CC1(c2c(O)nc3n(c2=O)CCCS3)CCCCC1	5	3	-1	23	-9	0.3	1	-5	0	-11
CCCSc1nc2cc(C)c(C)cc2n1CC(O)CO (configuration not stated)	4	3	0	32	2	2.1	1	-4	-2	1
CCc1ccc(S(=O)(=O)N/N=C\c2ccc3c(c2)OCO3)cc1	18	1	2	41	5	-1.3	-4	-18	-1	-1
NC(=O)CC(NC(=O)c1ccc(Br)cc1)c1ccc(N2CCCCCC2)c([N+](=O)[O-])c1 (configuration not stated)	20	19	.	5	-6	-0.8	2	-20	13	-8
O=C(Nc1ccccc1Cl)Oc1ccc(-c2ccccc2)cc1	7	-5	-3	-21	-2	-0.7	5	-7	-3	-15
COc1ccc(-c2nn(-c3ccccc3)cc2/C=N/Nc2ccccn2)cc1OC	-50	-5	1	15	0	-3.9	2	50	4	-4
COc1cccc(N2C(=O)C3CCCN3C2c2ccc(Cl)cc2)c1 (configuration not stated)	7	-10	.	8	-3	-3.1	0	-7	1	2
O=C(COC(=O)c1n[nH]c2ccccc12)Nc1ccc(S(=O)(=O)N2CCCC2)cc1	-28	-16	-1	0	0	1.8	3	28	-4	-7
CCCNC(=O)COC(=O)c1ccc(OCC(=O)Nc2ccccc2OC)c(OC)c1	-10	-8	8	24	5	0.3	-16	10	-1	5
O=C(CSc1nnc(CCc2ccccc2)n1-c1ccc(Cl)cc1)c1ccccc1	1	-1	-2	5	3	-2.2	-2	-1	2	7
CCC(C)(C)n1nnnc1C(C(C)C)N1CCN(C)CC1 (configuration not stated)	-11	-7	3	6	-2	-1.8	-4	11	2	-1
CC(C)N(Cc1ccccc1)C(=O)c1ccc2nsnc2c1	1	-5	-1	-14	2	0.4	-1	-1	0	3

Some of these compounds in order of their number in Keap1-Nrf2 PPI, high to low.
canonical_smiles	SR-BI uptake up	PvdQ inh	NSD2 HMT inh	Arr AP2 block	Keap1-Nrf2 PPI	LANA DNA inh	SR-BI DiI inh	DAGLB inhibitor	PKA-R2B activ
CC(C)N(Cc1ccccc1)C(=O)c1ccc2nsnc2c1	1	-5	-1	-14	2	0.4	-1	0	3
CCC(C)(C)n1nnnc1C(C(C)C)N1CCN(C)CC1 (configuration not stated)	-11	-7	3	6	-2	-1.8	11	2	-1
N#CC1(c2c(O)nc3n(c2=O)CCCS3)CCCCC1	5	3	-1	23	-9	0.3	-5	0	-11

(further entries)
SMILES	SR-BI uptake up	PvdQ inh	NSD2 HMT inh	Arr AP2 block	Keap1-Nrf2 PPI	LANA DNA inh	RTF Ca sens inh	SR-BI DiI inh	DAGLB inhibitor	PKA-R2B activ
O=C1c2ccccc2NC(c2ccc(O)c(O)c2)N1c1ccccc1Cl (configuration not stated)	-4	-6	1	0	-5	-0.9	-18	4	3	0
CCC1=NN(C(=O)c2ccc(Br)cc2)C(O)(c2ccccc2)C1 (configuration not stated)	-79	7	9	-19	-6	0.0	-4	80*	-5	-3
O=c1c(Cc2ccc(Cl)cc2)c(O)ccn1Cc1cccs1	9	8	-4	8	-7	1.3	-8	-9	-1	-2
CN(c1ccc(C(=O)NC2CC2)cc1)S(=O)(=O)c1ccccc1	-13	4	-3	26	3	-1.0	2	13	3	-8
CCOc1cc(/C=N/NC(=O)c2ccc(O)cc2)ccc1Oc1nc(Cl)ncc1F	-47	-11	4	-11	-3	1.0	-2	47	0	3
CN1C(C(=O)NCc2cccc(C(F)(F)F)c2)CC2Cn3c(nc4ccccc43)C21 (configuration not stated)	-16	2	.	38	-2	8.6	9	16	-2	-7
COc1ccc(NC(=O)/C(Cl)=C(/Cl)S(=O)Cc2ccccc2)cn1 (configuration not stated)	-50	-11	9	-3	-41	-0.5	-9	50	8	9
